D2 agonist – agonists of human D2 dopamine receptor | P14416 | HEK293 T-REx D2 cells, calcium flux agonist mode | activation, % at 2 µM | 340,000 compounds, 0.53% hits;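 active = activation over 3 SD above normal in the single-dose calcium agonist read, cut at about 30% in these data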; note: 0% is about no effect
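Agonism is scored from calcium flux in a force-coupled, inducible HEK293 cell line expressing D2, read kinetically for 180 s after compound addition against dopamine controls.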
TRHR enhancer – TRH receptor (human) allosteric enhancement. P34981. TRHR cells, fluo-8 calcium fluorescence, EC20 TRH enhancement. enhancement, % at 2 µM. 360,000 compounds, 0.66% hits. AID 493056; in the data active = enhancement above about 30%; note: 0% is about no effect
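Enhancer read-out: after compound pinning and an initial kinetic agonist-mode read, an EC20 of TRH (10 nM final) was injected and fluo-8 calcium signal (Ex 480/Em 530) followed at 1 s/cycle for 100 cycles in TRHR-expressing cells.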
IDH1 R132H inh – inhibitors of human mutant IDH1 R132H; O75874; IDH1-R132H enzyme, NADPH consumption, diaphorase/resazurin fluorescence; Potency, µM (series often up to 76.6 µM), without a hit: top-dose activity change, negative = inhibition, actives largely listed as inhibitors; 390,000 compounds, 0.093% hits; AID 602179; note: potency is the fitted concentration of half-maximal effect; % is set by controls: 0 for no effect and ±100 for the full control effect; nearly all actives have a fitted effect of over 65% in size
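IDH1-R132H (0.5 ug/mL dispensed) in pH 7.5 Tris buffer was preincubated 30 min with compound, then given a substrate mix of 0.016 mM NADPH and 2 mM alpha-KG for 80 min at room temperature; remaining NADPH was read by diaphorase/resazurin fluorescence.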
TRHR agonist – agonists of human TRH receptor. P34981. TRHR cells, calcium flux fluo-8, FDSS agonist mode. activation, % at 2 µM. 360,000 compounds, 0.18% hits; in the data active = activation above about 30%; note: 0% is about no effect
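TRHR-expressing cells, plated overnight in medium with 10% serum, were loaded with fluo-8 calcium dye at room temperature. After a 10 s baseline, library compound was pin-added and calcium release was recorded kinetically (ex 480/em 530) as agonist response.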
PI4K2A inh – inhibitors of human PI4K2A; purified PI4K2A, ADP-Glo luminescence, 1 h; active compounds read low; activity change, negative = inhibition, % at 76.9 µM; 420,000 compounds, 0.13% hits; AID 1346378; in the data active = activity change below about -50%; inconclusive = mostly about -30% to -49%;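 note: -100% = wells without enzyme as full effect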
Target sequence (Q9BTU6 whole entry, looked up): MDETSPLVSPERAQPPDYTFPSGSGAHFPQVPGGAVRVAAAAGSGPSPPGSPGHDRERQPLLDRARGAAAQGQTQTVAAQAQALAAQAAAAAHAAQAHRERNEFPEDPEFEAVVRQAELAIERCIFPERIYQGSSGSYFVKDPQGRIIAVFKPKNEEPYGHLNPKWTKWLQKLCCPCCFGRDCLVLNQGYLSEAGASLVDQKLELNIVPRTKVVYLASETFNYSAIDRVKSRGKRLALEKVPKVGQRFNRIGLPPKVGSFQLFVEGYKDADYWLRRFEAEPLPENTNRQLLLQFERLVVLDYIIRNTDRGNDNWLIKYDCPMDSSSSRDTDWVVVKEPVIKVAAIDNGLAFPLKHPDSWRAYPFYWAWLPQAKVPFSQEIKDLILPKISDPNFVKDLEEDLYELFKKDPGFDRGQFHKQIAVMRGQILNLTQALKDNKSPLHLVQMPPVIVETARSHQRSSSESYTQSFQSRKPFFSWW
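PI4K2A activity was measured by ADP-Glo luminescence: enzyme (4 ug/mL stock) and phosphatidylinositol (1.2 mM stock) in Tris pH 7.5/MgCl2/EGTA/Triton X-100 buffer were reacted with ATP (300 microM stock) for one hour at ambient temperature.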
USP1-UAF1 inh – USP1/UAF1 (human) deubiquitinase inhibition; O94782; recombinant USP1/UAF1, Ub-Rhodamine cleavage fluorescence; Potency, µM (top dose mostly 57.1 µM), for the others: top-dose activity change, negative = inhibition, most hits filed as inhibitors; 390,000 compounds, 0.23% hits; AID 743255; note: potency is the fitted concentration of half-maximal effect; % is set by controls: 0 for no effect and ±100 for the full control effect; nearly all actives have a fitted effect of over 60% in size; inactives centre near -12
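1 nM enzyme complex + cpd, 15 min RT; start with Ub-Rho 150nM final; kinetic fluorescence ex 480/em 540, 6 reads q60 s. Buffer 50mM HEPES pH 7.8, 0.5mM EDTA, 0.1 mg/ml BSA, 1mM TCEP, 0.01% Tween-20.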
TrxR1 substrate – substrates of rat thioredoxin reductase 1; purified TrxR1 substrate turnover, NADPH consumption readout; O89049; Potency, µM (top dose mostly 114 µM), without a hit: at the top dose activity change, negative = substrate turnover; AID 588456; 390,000 compounds, 0.01% hits; note: potency is the fitted concentration of half-maximal effect; % is set by controls: 0 for no effect and ±100 for the full control effect; nearly all actives have a fitted effect of over 50% in size
Target sequence (O89049 whole entry, looked up): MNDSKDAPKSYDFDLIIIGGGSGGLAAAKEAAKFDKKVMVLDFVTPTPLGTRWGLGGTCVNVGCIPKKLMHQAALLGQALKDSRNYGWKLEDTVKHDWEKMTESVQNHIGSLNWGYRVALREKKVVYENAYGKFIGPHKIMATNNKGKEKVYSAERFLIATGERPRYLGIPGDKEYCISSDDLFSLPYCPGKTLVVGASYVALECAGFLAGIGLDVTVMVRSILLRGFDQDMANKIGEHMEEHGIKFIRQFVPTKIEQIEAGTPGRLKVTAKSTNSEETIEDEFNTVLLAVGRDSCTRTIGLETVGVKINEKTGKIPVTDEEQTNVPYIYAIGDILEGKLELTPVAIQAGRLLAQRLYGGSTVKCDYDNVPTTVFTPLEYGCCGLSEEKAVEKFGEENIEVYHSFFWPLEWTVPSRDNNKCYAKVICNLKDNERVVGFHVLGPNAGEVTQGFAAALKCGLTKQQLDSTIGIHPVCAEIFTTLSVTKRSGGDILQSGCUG
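Rat TrxR1, dispensed at 90 nM, was prereduced with 400 uM NADPH (final) for 5 min at ~22 deg C, then incubated with compound 15 min before 400 uM selenite. A first-read NADPH fluorescence drop versus no-compound background flagged substrates.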
rTrxR1 inhibitor – blocks rat thioredoxin reductase 1 | O89049 | recombinant rTrxR1, NADPH fluorescence consumption, selenite substrate | Potency, µM (highest dose often 114 µM), inactives show at the top dose activity change, negative = inhibition, hits mostly inhibitors | 390,000 compounds, 1% hits; note: potency is the fitted concentration of half-maximal effect; % is set by controls: 0 for no effect and ±100 for the full control effect; nearly all actives have a fitted effect of over 65% in size
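Rat TrxR1 (90 nM in the dispensed reagent) was pre-reduced with 400 uM NADPH for 5 min at room temperature, then incubated with compound for 15 min. After 400 uM selenite was added, NADPH fluorescence (Ex 340/Em 450 nm) was followed for 8 min.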
D2 antag – D2 dopamine receptor (human) antagonism | P14416 | HEK293 TREx D2 cells, calcium flux, dopamine EC80 | inhibition, % at 10 µM | 340,000 compounds, 2% hits | AID 485344; in the data active = inhibition above about 30%; note: 0% is about no effect
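Antagonism is scored as inhibition of an EC80 dopamine-evoked calcium signal in a force-coupled, tetracycline-inducible HEK293 T-REx D2 line, with compound present 180 s before agonist.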
* hit, by the source's call; ? = inconclusive; . = no result given; [ ] = dose if it differs, or a comment. Unless noted, calls come from the whole dose curve; as a rule, active = well fitted inhibition curve with a large enough effect; inconclusive = small, poorly fitted or top-dose-only effect; inactive = no such curve, though single readings can be large or run the other way.

The line under a structure holds: D2 agonist	TRHR enhancer	IDH1 R132H inh	TRHR agonist	PI4K2A inh	USP1-UAF1 inh	TrxR1 substrate	rTrxR1 inhibitor	D2 antag
CC(NC(=O)C1CCN(C(=O)c2ccc(F)cc2)CC1)c1ccc(-n2ccnc2)cc1 (centres undefined)
→ 1.8	3	-15%	-0.2	-2	-9%	-6%	0%	31*
CCCCN(CCCC)C(=O)C1CC=CCC1C(=O)O (centres undefined)
→ 0.0	-2	-8%	-0.8	1	-6%	5%[57.1 µM]	21%[57.1 µM]	0
COc1ccc(Cc2noc(CN(C)CC(O)c3ccccc3)n2)cc1OC (centres undefined)
→ -3.5	0	1%	-3.2	-2	-5%	-11%	-12%	-9
O=C1CC(N2CCN(S(=O)(=O)c3ccc(Cl)cc3)CC2)C(=O)N1CCc1ccccc1 (centres undefined)
→ 0.5	2	3%	-0.1	-3	0%	5%	11%	-8
CCOC(=O)c1cnc2ccc(Cl)cc2c1Nc1ccc(OCC)cc1
→ 0.4	-4	20%	0.2	0	?	7%	21%	.
CCCn1c(SCC(=O)Nc2nc(C)cs2)nnc1-c1cccnc1
→ -0.5	5	11%	0.2	-2	-5%	2%	6%	5
O=C(Nc1cccc(Cl)c1)c1ccc(Cn2cc(Cl)cn2)cc1
→ 0.1	2	2%	0.0	-2	-7%	-5%	0%	0
Cc1cccc(NC(=S)N(CCCN2CCOCC2)C(C)c2cc3ccccc3o2)c1C (centres undefined)
→ 0.0	8	-5%	1.4	7	-14%	0%	-7%	-22
O=C(CCNS(=O)(=O)c1ccccc1)N1CCCC1
→ 0.5	8	-2%	-0.1	6	-11%	1%	24%	-9
CC(C)CNC(=O)/C=C/C=C/c1ccc2c(c1)OCO2
→ .	.	1%	.	-1	-13%	10%	10%	.
COc1ccc(C(C(=O)NC2CCCC2)N(Cc2ccccc2)C(=O)c2nsc(Cl)c2Cl)cc1 (centres undefined)
→ 0.5	-5	-11%	0.6	3	-18%	6%	20%	-12
CC(=O)Nc1ccc(NC(=O)C2CCCN2C(=O)Nc2cccc(F)c2)cc1 (centres undefined)
→ 0.6	1	24%	0.6	3	-2%	-1%	6%	-17
Cc1ccccc1NS(=O)(=O)c1csc(C(N)=O)c1
→ 1.2	7	0%	2.4	7	-20%	1%	17%	-16
CCCNC(=O)N1CCN(S(=O)(=O)c2ccc(C)c(C)c2)CC1
→ .	.	6%	.	-8	-6%	10%	43%[activator]	.
N#Cc1c(Nc2ccccc2)c(/C=N/NCCO)c[nH]c1=O
→ 0.2	-2	-6%	0.9	-5	-20%	-14%	-14%	-2
O=C(NCCCCc1ccccc1)c1nn(-c2ccccc2F)nc1CO
→ -0.8	-2	-13%	-1.6	0	4%	-3%	15%	.
COc1ccc(C(=O)Nc2ccccc2N2CCOCC2)cc1Br
→ 0.8	5	4%	0.4	-4	-22%	-9%	-10%	-1
CN(C(=O)c1ccc(NC(=O)Cc2ccc(NC(=O)C3CCCN(C(=O)c4ccccc4)C3)cc2)cc1)C1CCCC1 (centres undefined)
→ .	.	0%[38.3 µM]	.	0	-3%	-10%	-5%	.
COc1ccccc1C1NC(=O)NC(C)=C1C(=O)OC1CCCCC1 (centres undefined)
→ 0.2	0	-7%	-1.0	-4	-5%	-3%	6%	-17
Clc1ccc(-c2cn3c(n2)CCC3)cc1
→ 0.3	-5	7%	-0.3	4	-8%	7%	12%[57.1 µM]	-9

The line under a structure holds: D2 agonist	TRHR enhancer	IDH1 R132H inh	TRHR agonist	PI4K2A inh	USP1-UAF1 inh	TrxR1 substrate	rTrxR1 inhibitor	D2 antag
COC(=O)CCc1c(C)c(C(=O)c2ccco2)c2ccccn12
→ 0.1	-4	6%	0.0	?	-14%	7%	-20%	16
c1coc(CNc2nc3ccccc3n2CCN2CCOCC2)c1
→ -1.8	-8	-1%	-0.5	-2	-8%	3%	16%	-36
Cc1cc(Oc2ccc(=O)n(C)n2)nc(SCC(N)=O)n1
→ 0.5	-3	4%	0.4	-4	-11%	5%	15%	-1
O=S(=O)(c1cccc(-c2n[nH]c(=S)n2-c2ccc(OC(F)(F)F)cc2)c1)N1CCOCC1
→ .	.	-1%	.	-2	-23%	0%	-20%	.
CC1=Nc2ccc(C)c3nc(C)cc(c23)N1c1ccc(C)cc1
→ .	.	-22%	.	-2	2%	29%[57.1 µM]	-14%	.
CCC(C(=O)OCC(=O)NC(=O)NC(C)(C)C)c1ccccc1 (centres undefined)
→ 2.4	3	9%	0.5	-1	-23%	-10%	-5%	3
C/C(=N/NC(=O)CNC(=O)c1ccco1)c1ccco1
→ 0.1	13	12%	0.1	0	-14%	1%	-2%	-14
CCCCc1nnc(NC(=O)CSc2nc(=O)cc(N)n2-c2cccc(C)c2)s1
→ 0.8	0	3%	0.0	6	-5%	7%[57.1 µM]	2%[57.1 µM]	-2
Cc1ccc(S(=O)(=O)N2CCN(c3ccc([N+](=O)[O-])cn3)CC2)cc1
→ 0.6	-2	5%	0.2	3	-14%	2%	7%	-6
Cc1ccc(Cl)cc1NC(=O)COC(=O)CC1CC2CCC1C2 (centres undefined)
→ -1.3	-8	6%	-0.5	8	-17%	-6%	8%[57.1 µM]	5
Cc1[nH]nc(NNC(=O)c2ccccc2)c1[N+](=O)[O-]
→ 0.7	1	-4%	0.0	7	-19%	1%	21%	-2
CCC(C)(C)NC(=O)C(c1ccccc1Cl)N(C(=O)CCC(=O)Nc1cc(C)on1)c1ccc(NC(C)=O)cc1 (centres undefined)
→ 0.2	0	-10%	0.6	-1	4%	0%	45%[activator]	-7
CC(C)Sc1nnc(Nc2ccccc2)s1
→ -0.9	-2	6%	0.8	-4	-7%	-2%[57.1 µM]	-1%[57.1 µM]	-1
CCOc1ccc(C(=O)Cc2ccccc2)cc1
→ .	.	4%	.	-19	-10%	-9%	-6%	.
CS(=O)(=O)c1cccc(C(=O)OCCCC(=O)c2ccccc2)c1
→ .	.	-4%	.	-3	-15%	6%	27%	.
Oc1c(Br)cc(/C=N/NC(=S)NCC2CCCO2)cc1Br (centres undefined)
→ 0.3	24	4%	0.5	0	-11%	5%	-13%[57.1 µM]	-18
Cc1ccc2cc3c(=O)n(C)cc(C=O)c3nc2c1
→ .	.	10%	.	-5	-7%	-1%	11%	.
CCc1ccc2[nH]c(=O)c(C(c3nnnn3CC3CCCO3)N3CCCc4ccccc43)cc2c1 (centres undefined)
→ 0.7	-2	-8%	0.5	-10	-17%	-4%	17%	-11
CCOC(=O)C1CCCN(C(=O)c2ccc3c(c2)OCO3)C1 (centres undefined)
→ 0.1	4	1%	0.1	-1	-6%	-7%	7%[57.1 µM]	-18
Cc1ccc2[nH]c(CSc3nnc(NC(=O)c4ccccc4F)s3)cc(=O)c2c1
→ 0.8	0	6%	-0.2	4	-10%	-5%[57.1 µM]	5%[57.1 µM]	.

Continued, starting with the last four of the part before.
The line under a structure holds: D2 agonist	TRHR enhancer	IDH1 R132H inh	TRHR agonist	PI4K2A inh	USP1-UAF1 inh	TrxR1 substrate	rTrxR1 inhibitor	D2 antag
Cc1ccc2cc3c(=O)n(C)cc(C=O)c3nc2c1
→ .	.	10%	.	-5	-7%	-1%	11%	.
CCc1ccc2[nH]c(=O)c(C(c3nnnn3CC3CCCO3)N3CCCc4ccccc43)cc2c1 (centres undefined)
→ 0.7	-2	-8%	0.5	-10	-17%	-4%	17%	-11
CCOC(=O)C1CCCN(C(=O)c2ccc3c(c2)OCO3)C1 (centres undefined)
→ 0.1	4	1%	0.1	-1	-6%	-7%	7%[57.1 µM]	-18
Cc1ccc2[nH]c(CSc3nnc(NC(=O)c4ccccc4F)s3)cc(=O)c2c1
→ 0.8	0	6%	-0.2	4	-10%	-5%[57.1 µM]	5%[57.1 µM]	.
O=C(CCn1cccc1)Nc1nccs1
→ 0.0	-2	2%	0.0	-1	-24%	5%	-4%	3
Cc1onc(-c2ccccc2Cl)c1C(=O)NCCN1Cc2ccccc2C1=O
→ 0.2	14	-2%	-1.0	-6	-8%	4%	5%	-11
COc1ccc(C(=O)CSc2nc(=O)n(Cc3cccnc3)c3c2CCC3)cc1
→ .	.	1%	.	6	-2%	-6%	-9%	.
CCOc1ccc(OCCSc2nc3ccccc3[nH]2)cc1
→ 3.0	-7	7%	-0.3	4	-28%	2%	18%	9
O=C(c1ccco1)N(CCC(c1ccccc1)c1ccco1)Cc1ccccc1 (centres undefined)
→ -0.4	-29	-13%	0.4	-9	-18%	-3%	?	-11
O=C(CN(Cc1ccc(F)cc1)C(=O)c1csnn1)NCc1ccc2c(c1)OCO2
→ 3.3	2	1%	-0.1	-1	-8%	-2%[57.1 µM]	-1%[57.1 µM]	17
CCc1cccc(NC(=O)CN2C=NS(=O)(=O)c3ccccc32)c1
→ -0.3	3	-14%	0.2	2	-16%	-3%[57.1 µM]	7%[57.1 µM]	.
Cc1ccc(NS(=O)(=O)c2ccc(/C=C/C(=O)O)cc2)cc1Cl
→ 0.1	-3	14%	0.3	-1	-16%	-1%[57.1 µM]	8%[57.1 µM]	10
CCn1c(CNC(=O)C23CC4CC(CC(C4)C2)C3)nnc1SCC(=O)Nc1ccc(OC)cc1
→ 0.7	-6	11%	0.5	-7	-17%	1%	-3%	.
CCOC(=O)c1ccc(S(=O)(=O)N2CCN(C(=O)c3nn(C)c(=O)c4ccccc34)CC2)cc1
→ -0.3	-2	-7%	-1.0	0	-7%	-8%	-2%	1
CCCN(C(=O)c1cccs1)c1c(N)n(Cc2ccccc2)c(=O)[nH]c1=O
→ -0.1	0	1%	0.4	-1	-13%	8%	14%	-10
COc1cccc(C(=O)Oc2c(Br)cc(Br)cc2/C=N/NC(=O)c2cc(C)[nH]n2)c1
→ 2.6	-6	-2%	2.1	1	-17%	-4%[57.1 µM]	-2%[57.1 µM]	9
CCN(CC)S(=O)(=O)c1ccc(NC(=O)C(C)N(c2ccccc2)S(C)(=O)=O)cc1 (centres undefined)
→ -0.1	-2	0%	-0.3	5	-1%	3%[57.1 µM]	5%[57.1 µM]	-29

Assay outcomes deposited in PubChem BioAssay by National Center for Advancing Translational Sciences (NCATS).
